# Screens from PubChem BioAssay.
# PKA-R1A act = activates the PKA-R1A holoenzyme complex; P00514+P68181; PKA-R1A dissociation, Cy5-IP20 fluorescence polarization; scaled: DMSO 0%, 113 µM cGMP 100%; activation, % at 11.4 µM; 0.083% of 340,000 active;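 active = percent activation above the mean of all tested compounds plus 3 SD, cut at about 19% in these data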;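 note: higher means more PKAc released from R1A so a rise in polarization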
# AddAB inh = less growth of phage-infected E. coli with AddAB. E. coli expressing H. pylori AddAB, absorbance growth. inhibition, % at 11.9 µM. 0.29% of 330,000 active; in the data active = inhibition above about 12%;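 note: 0% = vehicle wells of infected cells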
# Tat export inh = inhibitors of E. coli Tat protein transport; E. coli MC4100 TorA-mCherry Tat export, fluorescence; inhibition, % at 10 µM; 0.036% of 340,000 active; AID 488895;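 active = mean replicate inhibition at least 50% and at least half of replicates individually reaching 50%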;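 note: exported cargo escapes ClpAP degradation while cytoplasmic cargo is degraded and loses fluorescence; 0% = median of neutral control wells and 100% = median of NaSCN control wells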
# CDK5 p35 inh = blocks human CDK5/p35 kinase activity; Recombinant CDK5/p35, ADP-Glo luminescence, 60 min; Q00535+Q15078; 0.01% of 330,000 active; inhibition, % at 10 µM;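 active = highest replicate inhibition of at least 50% and at least 75% of replicates reaching 50%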;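 note: plate controls were DMSO neutral control for no effect and GW8510 at 10 µM for full effect; many of its hits are not listed in these tables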
# PKA-R2B act = activates the human PKA-R2B holoenzyme complex; PKA-R2B holoenzyme dissociation, Cy5-IP20 fluorescence polarization; R2B truncated from residue 108, S112A mutant; 0% DMSO only, 100% 113 µM cGMP; activation, % at 11.4 µM; 0.079% of 340,000 active;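 active = activation above a cutoff set at the mean over all compounds plus 3 SD, cut at about 18% in these data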;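 note: higher means more holoenzyme dissociation and a rise in polarization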
# Target sequence (P31323 whole entry, looked up, other chains not shown, the tested form may be a part): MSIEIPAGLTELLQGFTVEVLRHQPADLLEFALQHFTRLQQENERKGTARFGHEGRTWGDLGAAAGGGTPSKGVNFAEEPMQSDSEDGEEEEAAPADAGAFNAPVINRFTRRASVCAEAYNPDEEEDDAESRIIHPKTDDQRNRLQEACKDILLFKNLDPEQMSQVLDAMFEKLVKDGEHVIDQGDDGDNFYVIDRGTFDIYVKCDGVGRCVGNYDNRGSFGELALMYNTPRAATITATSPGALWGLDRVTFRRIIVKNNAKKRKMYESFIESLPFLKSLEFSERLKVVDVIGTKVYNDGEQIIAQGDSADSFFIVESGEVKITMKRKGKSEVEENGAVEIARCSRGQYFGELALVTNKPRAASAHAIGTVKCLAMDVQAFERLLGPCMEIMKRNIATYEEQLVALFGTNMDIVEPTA
# DAGLB inhibitor = diacylglycerol lipase beta (human) inhibition. 0.059% of 340,000 active. inhibition, % at 5.17 µM. Q8NCG7. HEK293T DAGLB membrane lysate, EnzChek fluorogenic substrate; in the data active = inhibition above about 34%;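 note: 0% = enzyme with vehicle and 100% = wells lacking enzyme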
# Target sequence (Q8NCG7 whole entry, looked up): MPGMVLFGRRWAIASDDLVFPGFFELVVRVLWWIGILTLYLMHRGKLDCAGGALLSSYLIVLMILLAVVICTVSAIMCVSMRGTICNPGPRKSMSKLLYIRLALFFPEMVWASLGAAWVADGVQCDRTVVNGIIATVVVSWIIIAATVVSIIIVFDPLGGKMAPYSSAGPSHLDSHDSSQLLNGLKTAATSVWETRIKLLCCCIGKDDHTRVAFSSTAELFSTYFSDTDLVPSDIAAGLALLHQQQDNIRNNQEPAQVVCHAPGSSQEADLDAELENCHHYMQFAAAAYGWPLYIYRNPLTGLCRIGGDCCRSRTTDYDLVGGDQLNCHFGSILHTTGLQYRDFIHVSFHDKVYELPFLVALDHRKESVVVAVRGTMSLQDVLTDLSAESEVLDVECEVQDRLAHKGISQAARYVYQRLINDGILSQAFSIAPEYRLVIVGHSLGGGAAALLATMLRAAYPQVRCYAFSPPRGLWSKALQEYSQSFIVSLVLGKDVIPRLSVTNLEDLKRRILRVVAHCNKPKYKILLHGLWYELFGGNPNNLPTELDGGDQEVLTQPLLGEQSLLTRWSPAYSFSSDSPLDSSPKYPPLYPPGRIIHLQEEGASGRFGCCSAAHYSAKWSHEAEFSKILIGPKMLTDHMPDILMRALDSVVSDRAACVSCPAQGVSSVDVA
# HTR5A ag ctr = counter-screen for OPRM1-OPRD1 agonists: human HTR5A agonism; P47898; activation, % at 9.3 µM; 0.61% of 340,000 active; AID 504692; HTR5A agonist assay, luminescence, cell-based; in the data active = activation mostly above about 9.5%, no sharp cut-off; inactive = mostly below about 7.6%;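 note: 0% = cells with vehicle only and 100% = reference agonist; strong numbers were not always called active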
# Mot1-301 SUMO = SUMOylation pathway inhibition by Mot1-301 growth rescue | growth rescue, % at 18.8 µM | AID 2716 | 1% of 320,000 active | S. cerevisiae Mot1-301 growth rescue, ATP luminescence, 38.5C; percent above DMSO median, 100 means doubled;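 active = every valid replicate shows activation above 250% relative to neutral control wells; inactive = the rest, any valid replicate at or below 250%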;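 note: OY570 slx delta 5 strain wells were the positive control but not used for scaling; some compounds called inactive have numbers as strong as hits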
# Ecoli viability = counter-screen for AddAB inhibitors: E. coli growth inhibition. inhibition, % at 11.9 µM. AID 449728. E. coli V3065 growth, OD600 absorbance, 18 h. 0.27% of 330,000 active;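 active = inhibition above the campaign's mean inhibition across all tested compounds plus 3 SD, cut at about 9.9% in these data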;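 note: uninfected addAB+ strain grown without phage in ampicillin broth; 0% = DMSO wells and 100% = ciprofloxacin 0.95 µg/ml wells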
# HTR5A inv ctr = counter-screen for OPRM1-OPRD1 inverse agonists: human HTR5A inverse agonism; inhibition, % at 9.3 µM; 0.083% of 340,000 active; HTR5A cell line, luminescence; AID 504634; in the data active = inhibition mostly above about 23%, no sharp cut-off; inactive = mostly below about 18%;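 note: 0% = cells with DMSO and 100% = no-cell wells with DMSO; some compounds called inactive have numbers as strong as hits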
# phage Ecoli inh = E. coli growth loss with phage present | growth absorbance | inhibition, % at 11.9 µM | 0.26% of 360,000 active | AID 651602; in the data active = inhibition above about 11%
# The depositor's hits bear a star; i = inactive; . = not tested or not shown.
canonical_smiles	PKA-R1A act	AddAB inh	Tat export inh	CDK5 p35 inh	PKA-R2B act	DAGLB inhibitor	HTR5A ag ctr	Mot1-301 SUMO	Ecoli viability	HTR5A inv ctr	phage Ecoli inh
CCCn1nc2cc(C(=O)NC3CCCc4ccccc43)ccc2c1OCC (stereo not drawn)	-4	2.5	-3	0.4	-5	0	0	-4	-1.0	0	2.4
Cc1nn(-c2ccccc2)c2sc(-c3n[nH]c(=S)o3)cc12	-9	2.9	2	2.4	2	8	0	128	1.2	-32	-0.1
Cc1nn(CC(=O)OCC(=O)Nc2ccccc2[N+](=O)[O-])c(C)c1[N+](=O)[O-]	4	4.0	5	-1.3	19*	-2	-4	-4	0.1	10	3.5
CCOc1ccc(C(=O)Nc2nnc(SCC(=O)NCC3CCCO3)s2)cc1OCC (stereo not drawn)	2	3.1	-4	0.3	6	0	0	373	1.3	0	0.5
CC(=O)Nc1ccc(NC(=O)C(C)Sc2nnc(C3CC3)n2-c2ccccc2)cc1 (stereo not drawn)	-7	0.9	-2	-8.1	-10	3	0	.	-1.6	-1	1.4
CN(C)c1cccc(C(=O)Nc2cc(C(F)(F)F)ccc2-n2cnc3ccccc32)c1	0	-1.7	2	-0.3	-6	0	-1	400*	1.6	-12	2.1
Cc1nc(SCC(=O)NCCc2ccc(Cl)cc2)nc(C)c1C	3	-1.1	-3	-0.4	-2	2	1	16	0.2	-1	1.0
CN(C)S(=O)(=O)c1cccc(NC(=O)CCCC2CCCCC2)c1	-8	-0.4	1	-3.2	-15	-3	11	-10	0.4	-27	0.4
Cc1ccc(S(=O)(=O)N(C)C)cc1NC(=O)c1cccs1	.	3.0	-12	-2.1	.	.	.	-7	3.3	.	0.6
OCCCNc1ncnc2c1[nH]c1ccccc12	3	-1.1	3	2.1	-4	2	2	-5	-3.1	7	3.8
COc1ccc(OC)c(C2=Nn3c(nnc3C3CCCCC3)SC2)c1	-7	-1.7	4	2.0	2	-5	-2	4	-1.7	5	2.2
O=C(O)c1cccc2c1C(=O)c1ccc(-c3ccc(OC(F)(F)F)cc3)cc1S2(=O)=O	3	4.6	6	-1.6	-3	9	1	-9	2.7	-8	1.4
COc1ccc(C2N(c3ccc(OC)cc3)C(=O)C3CCCN32)cc1 (stereo not drawn)	-11	5.8	3	0.2	-5	0	0	-13	1.2	-1	0.3
CC(c1ccccc1)N(NC(=O)C(O)(c1ccccc1)c1ccccc1)C(=O)c1ccccc1 (stereo not drawn)	2	1.0	7	0.0	-1	10	-3	2	0.9	6	3.4
O=C(CCl)NCc1c(Cl)cccc1-n1cccc1	-8	3.0	-7	-0.5	-1	-1	2	40	-0.1	-15	1.0
CCOC(=O)c1c(NC(=O)CN2CCCCC2)sc(C)c1C	0	2.3	3	-3.9	-6	-6	1	-5	-0.9	24	2.0
O=S(=O)(NCC(c1cccnc1)N1CCN(Cc2ccccc2)CC1)c1cc(F)ccc1F (stereo not drawn)	0	-0.6	3	-0.9	-24	-1	-1	22	1.6	-24	2.7
CCOC(=O)N1CCN(S(=O)(=O)c2cccc3ccc(C)nc23)CC1	-1	0.2	12	-2.3	1	-2	5	-25	0.3	5	1.2
N=C1C(c2nc(-c3cccc([N+](=O)[O-])c3)cs2)=C(O)CN1NC(=O)c1ccco1	-10	6.7	16	0.6	2	2	5	-3	0.1	-9	1.5
COc1cccc(-c2cc(C(=O)Nc3cc(OC)c(OC)c(OC)c3)no2)c1	-3	2.3	5	-0.1	-9	4	1	29	-0.7	-16	-0.4
CCOC(=O)n1c(=O)n(C)c2ccc(Cl)cc21	-10	4.9	-14	-4.6	12	3	-5	-4	0.8	15	1.7
Cc1cc(S(=O)(=O)n2cnc3cc([N+](=O)[O-])ccc32)ccc1Cl	-1	0.3	-3	2.8	-13	2	0	-1	2.1	6	1.7
O=C(CSc1nccc(=O)[nH]1)NC1CCCCCC1	8	0.4	11	-0.8	-3	1	-2	-17	0.4	9	1.5
COc1ccccc1-n1cnc2c(c1=O)c1nc3ccccc3nc1n2CCc1ccccc1	-6	3.6	-1	0.3	9	1	-5	-4	0.7	13	2.4
COc1cc2c(cc1NC(=O)C(C)Sc1ccc(NC(C)=O)cc1)oc1ccccc12 (stereo not drawn)	-18	3.7	5	-2.2	-1	-4	2	7	1.1	-8	0.4

# (next part)
canonical_smiles	PKA-R1A act	AddAB inh	Tat export inh	CDK5 p35 inh	PKA-R2B act	DAGLB inhibitor	HTR5A ag ctr	Mot1-301 SUMO	Ecoli viability	HTR5A inv ctr	phage Ecoli inh
Cc1cc(NC(=O)CCC(=O)N(CC(=O)NCC2CCCO2)c2ccc3c(c2)OCCO3)no1 (stereo not drawn)	7	1.5	5	-0.2	-1	0	0	119	-1.1	-4	2.9
CC(=O)c1c(C)[nH]c(C(=O)Nc2cccc(C)n2)c1C	-3	3.0	7	-10	-6	-4	1	i	3.0	-3	0.7
Cc1ccc(NC(=S)N(CCCN2CCOCC2)Cc2ccco2)cc1	6	5.0	6	-0.5	2	-1	0	-2	0.4	0	1.4
C[C@@H]1NC(=O)c2cc([N+](=O)[O-])cc(F)c2NCCC[C@@H](C(N)=O)NC(=O)[C@H](CC(N)=O)NC1=O	-2	-2.0	9	0.6	5	-1	3	297	-3.8	-16	1.3
CC1CN(C(=S)NC2CCCC2)CC(C)O1 (stereo not drawn)	5	5.8	-17	-3.9	7	0	-4	23	0.7	10	1.8
CSc1cccc(NC(=S)N2CCC(N(C)C3CCCCC3)CC2)c1	-12	3.0	3	0.8	-12	0	3	47	-1.6	-9	2.4
Cc1ccc(-c2nc(SCC(=O)NCC3CCCO3)c(-c3ccccc3)[nH]2)cc1 (stereo not drawn)	10	-0.7	2	0.0	-2	1	3	29	-1.1	-9	1.6
O=C(c1cc(-c2ccc(F)cc2)on1)N1CCCCCC1	-5	4.8	3	-0.5	-1	-1	1	-8	0.1	-4	3.7
COc1ccccc1C1C(C(=O)c2sc(C)nc2C)=C(O)C(=O)N1CCN1CCOCC1 (stereo not drawn)	5	1.9	0	1.4	-4	-1	-2	10	-1.6	-18	0.9
CCN(CC)c1ccc(C(=O)NNC(=O)C2CSC3(C)CCC(=O)N23)cc1 (stereo not drawn)	-13	0.8	-3	1.1	2	-2	2	0	-1.9	-5	4.2
Cc1nc2ccc(C(=O)N/N=C/c3ccccc3O)cc2[nH]1	7	1.1	-5	0.1	-5	2	2	11	2.1	-5	-1.7
O=C(CSc1nc2ccccc2[nH]1)NC1CCS(=O)(=O)C1 (stereo not drawn)	6	1.1	-7	-1.1	-2	4	-1	-14	0.2	14	0.5
Cc1cccc(NC(=S)N(CCCN(C)C)Cc2cc3cc4c(cc3[nH]c2=O)OCO4)c1	-11	-1.9	15	4.5	-10	-1	-3	27	1.6	7	3.1
O=C(CN1C(=O)NC2(CCCC2)C1=O)NNC(=O)c1ccc(Br)cc1	-4	-0.2	-3	-2.6	-5	-3	1	-10	-1.0	-4	3.3
COC(=O)c1ccc(NC(=O)CSc2nnc(COc3c(C)cccc3C)o2)cc1	4	1.6	-18	0.6	0	-2	0	-12	3.8	-1	3.8
CC(=O)c1ccc(N2CCN(C(=O)CCS(=O)(=O)c3ccc4c(c3)NC(=O)CS4)CC2)cc1	-7	3.0	7	0.8	-7	1	2	-24	-0.2	18	-0.5
CCN1CCCC1CNCC(=O)Nc1ccc(OC(F)(F)F)cc1 (stereo not drawn)	-13	0.7	0	1.2	-1	-2	3	-15	1.3	17	-0.7
CC(=O)Nc1ccc(NC(=O)C(C)OC(=O)c2ccc(C)s2)cc1 (stereo not drawn)	10	1.0	-3	1.8	-3	-1	1	20	-1.3	-3	5.4
Cc1ccc(/C=C(\NC(=O)c2ccccc2)C(=O)NC(Cc2ccccc2)C(=O)O)cc1 (stereo not drawn)	-5	3.5	-9	-0.4	-4	1	0	-9	0.9	-1	4.4
COc1ccc(NC(=O)CSc2nc3[nH]ncc3c(=O)[nH]2)cc1OC	4	-0.2	-4	0.9	-3	-2	-1	10	0.0	3	4.0
CC(CC(=O)N1CCN(C(=O)c2ccccc2)CC1)c1ccccc1 (stereo not drawn)	-6	1.4	-4	2.2	-2	2	2	-19	2.5	-6	-0.2
N#C/C(=C\c1ccncc1)C(N)=O	-10	-0.3	-7	-0.4	-13	0	4	-7	-1.0	15	3.6
CCCCOc1ccc(Cl)cc1CSc1n[nH]c(C)n1	-2	-0.2	-1	-0.8	-3	-10	2	408	1.7	-1	3.2
COc1ccc(NC(=O)CN2CCN(S(=O)(=O)c3ccc(C(C)C)cc3)CC2)cc1OC	7	3.5	-5	0.1	5	-3	-2	-11	0.6	18	3.4
CCC(C)NC(=O)Cn1c(=O)n(CCCCCC(=O)Nc2ccccc2)c(=O)c2sccc21 (stereo not drawn)	0	1.6	-5	-1.2	-4	1	-3	-2	0.1	9	3.1

# The results go on:
canonical_smiles	PKA-R1A act	AddAB inh	Tat export inh	CDK5 p35 inh	PKA-R2B act	DAGLB inhibitor	HTR5A ag ctr	Mot1-301 SUMO	Ecoli viability	HTR5A inv ctr	phage Ecoli inh
CNNC(=S)NC1CC2CC1C1C=CCC21 (stereo not drawn)	1	-0.1	-5	-3.6	6	0	2	40	-3.0	-20	4.3
COc1cc(C(=O)Nc2cccc(C)n2)ccc1OCC(=O)N1CCOCC1	6	0.1	2	0.9	-6	0	0	9	-1.6	-1	2.7
CC1CCN(c2nc3ccc(C(=O)NCCCN4CCCCC4C)cc3s2)CC1 (stereo not drawn)	-10	-0.4	-1	-0.7	-12	6	1	-1	-2.3	-2	-0.3
COc1ccc(CC(=O)OCn2nnc3ccccc3c2=O)cc1OC	-5	-1.5	33	-1.7	3	-2	2	8	-0.8	-13	0.8
CCC(C)(C)C1CCC(=NNS(=O)(=O)c2ccc(C)c([N+](=O)[O-])c2)CC1 (stereo not drawn)	3	1.1	-1	-2.5	-8	-1	12	-9	1.4	-30	4.4
CC(C)(CO)NC(=O)C(c1ccccc1)c1ccccc1	1	3.7	0	-1.8	-27	-1	-5	4	3.4	14	-0.2
c1ccc(Cn2ncc3c(N4CCCCC4)ncnc32)cc1	6	2.6	-11	-0.4	0	1	3	4	3.5	-16	2.4
CCCCC(=O)Nc1nc2c(s1)COc1ccccc1-2	2	0.0	-9	0.1	0	-4	-5	-7	0.4	14	.
CC(NC(=O)c1cc(COc2ccccc2)on1)c1nccs1 (stereo not drawn)	1	1.4	0	-6.5	5	-2	0	-4	0.8	8	5.7
COc1cccc(C(=O)Nc2ccncc2)c1OC	-2	0.7	-4	3.2	-8	2	3	-4	0.5	-11	-0.3
Cc1ncc(CSCC(=O)Nc2cc(C(F)(F)F)ccc2Cl)c(CO)c1O	-10	2.5	-3	1.7	-6	-1	-3	-13	3.1	11	4.8
O=C(Nc1ccccc1C(F)(F)F)c1cc(S(=O)(=O)N2CCC3(CC2)OCCO3)ccc1F	-8	2.1	3	-1.5	2	-3	1	-2	0.7	-3	1.9
